Screening data as filed in PubChem.
AmpC no deterg = AmpC beta-lactamase inhibition without detergent. P00811. AmpC nitrocefin hydrolysis, absorbance 480 nm, 0.0001% Triton. Potency, µM (top dose mostly 57.1 µM), without a hit: at the highest dose activity change, negative = inhibition, hits mostly inhibitors. hit rate 0.52% among 330,000. AID 485341;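 further: potency means the concentration at half of the fitted maximal effect; plate controls were no compound for no effect and no enzyme for full effect; nearly all actives have a fitted effect of over 20% in size; some results filed as inactive show a strong effect at the top dose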
Target sequence (P00811 whole entry, looked up): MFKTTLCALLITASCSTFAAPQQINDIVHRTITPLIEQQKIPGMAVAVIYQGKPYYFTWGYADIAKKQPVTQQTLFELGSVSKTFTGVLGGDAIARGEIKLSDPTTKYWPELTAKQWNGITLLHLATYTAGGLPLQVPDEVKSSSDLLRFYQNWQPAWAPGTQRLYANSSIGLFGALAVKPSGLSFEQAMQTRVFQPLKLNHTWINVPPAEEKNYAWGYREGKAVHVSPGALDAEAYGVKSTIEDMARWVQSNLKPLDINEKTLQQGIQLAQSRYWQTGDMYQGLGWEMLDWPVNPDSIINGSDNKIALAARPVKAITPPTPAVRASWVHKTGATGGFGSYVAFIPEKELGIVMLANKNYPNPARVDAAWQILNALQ
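20 mM phosphate pH 7.0 + 0.01% (detergent screen) or 0.0001% Triton X-100; 5.3 nM AmpC reagent; cpd preinc 15 min RT; nitrocefin (800 uM stock) to start; A480 q20 s × 4 min; Activity was normalised to no-enzyme and no-compound control wells.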
TbPYK inhibitor = T. brucei pyruvate kinase inhibition; TbPYK enzyme, Kinase-Glo Plus ATP luminescence, 45 min; AID 624173; hit rate 0.12% among 410,000; Potency, µM (top dose mostly 76.8 µM), without a hit: at the highest dose activity, negative = inhibition, usual class: inhibitors; further: potency means the concentration at half of the fitted maximal effect; nearly all actives have a fitted effect of over 50% in size
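Readout: single end-point luminescence (Kinase-Glo Plus, 10 min). Reaction conditions were TbPYK/substrate plus 130 uM ADP, 45 min at RT, pH 7.2 TEA buffer. No-enzyme wells served as controls, and data were normalized before concentration-response fitting.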
AmpC inh detg = inhibitors of E. coli AmpC beta-lactamase with detergent; Potency, µM (series often up to 114 µM), for the others: top-dose activity change, negative = inhibition, most hits filed as inhibitors; AmpC hydrolysis of nitrocefin, absorbance 480 nm, 0.01% Triton; hit rate 0.041% among 370,000; AID 485294; P00811;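 further: potency means the concentration at half of the fitted maximal effect; 0% = no-compound wells and -100% = no-enzyme wells; nearly all actives have a fitted effect of over 25% in size; some results filed as inactive show a strong effect at the top dose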
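AmpC (5.3 nM in the dispensed reagent) in 20 mM phosphate pH 7.0 with 0.01% (detergent screen) or 0.0001% Triton X-100 was preincubated with compounds for 15 min at room temperature. Nitrocefin was then added from an 800 uM solution, and hydrolysis was followed at 480 nm.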
LmPK inhibitor = LmPK (Leishmania mexicana) enzyme inhibition; purified LmPK, Kinase-Glo ATP luminescence, 1 h; Potency, µM (top dose mostly 57.5 µM), for inactives: at the highest dose activity change, negative = inhibition, actives largely listed as inhibitors; hit rate 0.37% among 290,000; AID 1721; further: potency means the concentration at half of the fitted maximal effect
Target sequence (Q27686 whole entry, looked up): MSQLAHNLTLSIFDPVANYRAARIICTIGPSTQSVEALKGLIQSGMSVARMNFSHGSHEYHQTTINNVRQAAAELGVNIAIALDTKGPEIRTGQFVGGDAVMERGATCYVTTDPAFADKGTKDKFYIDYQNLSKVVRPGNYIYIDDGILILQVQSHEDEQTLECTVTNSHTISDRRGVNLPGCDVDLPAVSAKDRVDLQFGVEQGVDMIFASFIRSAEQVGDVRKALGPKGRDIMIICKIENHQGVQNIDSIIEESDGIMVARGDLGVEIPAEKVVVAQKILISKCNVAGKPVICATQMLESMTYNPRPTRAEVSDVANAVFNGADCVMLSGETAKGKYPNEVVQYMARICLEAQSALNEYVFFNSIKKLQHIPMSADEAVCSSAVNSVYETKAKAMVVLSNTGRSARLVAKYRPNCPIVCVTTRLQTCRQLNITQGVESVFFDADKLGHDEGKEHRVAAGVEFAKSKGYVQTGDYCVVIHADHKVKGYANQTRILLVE
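Purified LmPK (0.1 nM) converted ADP (0.1 mM) to ATP with PEP (0.5 mM) in imidazole buffer pH 7.2 with KCl and MgCl2, 1 h at room temperature. ATP was read by Kinase-Glo luminescence; data normalized to uninhibited and no-enzyme controls.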
HCMV antiviral = inhibitors of human cytomegalovirus | HFF cells, HCMV-luciferase reporter, 72 h; stronger effect = lower value | activity change, negative = inhibition, % at 57.5 µM | hit rate 4.5% among 410,000 | AID 1259415; in the data active means activity change below about -60%; inconclusive means no clear call, values can overlap the other calls; inactive means above about -39%
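After 16 h attachment at 37C, HFF cells received test compound and HCMV-luciferase (1 PFU/cell); reporter luminescence read 72 h later, data normalized against buffer-only and known inhibitor Salinomycin.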
AMA1-RON2 inh = inhibitors of Plasmodium falciparum AMA1-RON2 interaction | AlphaScreen AMA1-biotinylated RON2 peptide binding | Potency, µM (doses to about 58.2 µM), without a hit: at the highest dose activity change, negative = inhibition, hits mostly inhibitors | hit rate 0.2% among 360,000;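 further: potency means the concentration at half of the fitted maximal effect; 0% = vehicle wells and -100% = peptide control; nearly all actives have a fitted effect of over 45% in size; some results filed as inactive show a strong effect at the top dose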
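AMA1 (3D7) with his tag at 25 nM final met compounds first, then biotinylated RON2 peptide at 25 nM; detection used donor plus acceptor beads, 10 µg/mL apiece, read by AlphaScreen after 30 min at room temperature.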
Sm TGR block = blocks Schistosoma mansoni thioredoxin glutathione reductase. Q962Y6. purified TGR, DTNB reduction, TNB absorbance 405 nm. Potency, µM (top dose mostly 114 µM), for the others: at the highest dose activity change, negative = inhibition, most hits filed as inhibitors. hit rate 3% among 360,000. AID 485364; further: potency means the concentration at half of the fitted maximal effect; nearly all actives have a fitted effect of over 60% in size
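Kinetic colorimetric format: TGR-catalysed, NADPH-driven DTNB reduction monitored via TNB absorbance. Enzyme dispensed at 20 nM; compound exposure 15 min at room temperature before reaction start.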
An asterisk follows results filed as active; ? = inconclusive; . = no result given; [ ] = remark or other dose. Unless noted, the call rests on the fitted dose curve; in most records, active means well fitted curve in the direction sought with a large enough effect; inconclusive means small, poorly fitted or top-dose-only effect, or another doubt; inactive means no such curve, though single readings can be large; an effect the other way counts as inactive or inconclusive. Unless noted, on the % scale 0 is the no-effect control and ±100 the full control effect.

Second line of a record – AmpC no deterg	TbPYK inhibitor	AmpC inh detg	LmPK inhibitor	HCMV antiviral	AMA1-RON2 inh	Sm TGR block
- CC(C)c1ccc(S(=O)(=O)N2CCN(CC(=O)Nc3ccc4c(c3)OCO4)CC2)cc1
    17%	0%	-13%	0%	36	-7%	0%
- Cc1ccccc1OCc1nc2c3cnn(-c4ccccc4Br)c3ncn2n1
    .	-6%	-4%	.	-5	.	11%
- COCc1cc(C)nc(SCC(=O)Nc2cccc(C)c2C)c1C#N
    -36%	1%	-6%	2%	?	13%	4%
- CC(C)NC(=O)C1CCN(C2CCN(C(=O)/C=C/c3cccs3)CC2)CC1
    0%	-1%	-3%	0%	0	-2%	6%
- O=Cc1ccc(O)c2ncccc12
    -10%	2%	1%	-2%	.	-30%	-18%
- Cc1nc2sc3c(c2c(=O)[nH]1)CCCC3
    -25%	4%	6%	3%	?	1%	-30%
- CCOc1ccc2cc(-c3nnc(Nc4ccc(C)cc4)s3)c(=O)oc2c1
    .	1%	16%	.	-20	.	0%
- CC1CCCC(N2CCN(C(=O)c3cccc(F)c3)CC2)C1 (stereo unspecified)
    -4%	-3%	1%	-2%	30	-1%	-12%
- O=C(Nc1ccccc1)n1cc(-c2ccccn2)c(N2CCOCC2)n1
    -2%	7%	-8%	5%	105	-26%	11%
- O=C(c1ccccc1NS(=O)(=O)c1cccc2cccnc12)N1CCOCC1
    -7%	5%	4%	2%	-6	-6%	3%
- CCOC(=O)C(C)On1c(-c2cccc(Cl)c2)nc2ccc([N+](=O)[O-])cc21 (stereo unspecified)
    -18%	-4%	-11%	8%	10	-15%	40%[activator]
- Cc1cc(NC(=O)CSc2nnc(Nc3ccccc3)s2)no1
    -44%	5%	-4%	1%	-7	-4%	2%
- O=C(CNC(=O)C1CCCCC1)OCC(=O)c1ccc(F)cc1
    8%	5%	-4%	.	20	-4%	-3%
- Cc1ccc(S(N)(=O)=O)cc1NC(=O)C1CC2CCC1C2 (stereo unspecified)
    -21%	3%	2%	-2%	21	2%	15%
- COc1ccc(C(=O)c2c3ccc(OC)cc3[n+]([O-])n2Cc2ccc(C(N)=O)cc2)cc1
    29%	-2%	-2%	.	91	4%	-8%
- CC1Cc2ccccc2N1S(=O)(=O)c1cccs1 (stereo unspecified)
    -25%	0%	-2%	-9%	?	15%	-14%
- Cc1ccc(C)c(OC(=O)c2cncc(Br)c2)c1
    -12%	-10%	-13%	-2%	?	12%	10%
- O=C1NC(=S)N/C1=C/c1cccc2ccccc12
    -32%	-22%	0%	-4%	3	-2%	5%
- C=CCn1c(O)c(C(C)=Nc2cccc(C(F)(F)F)c2)c(=O)[nH]c1=O
    -5%	3%	-3%	13%	10	-1%	-2%
- O=C(c1ccco1)N1CCN(C(=O)c2ccccc2OC(=O)C23CC4CC(CC(C4)C2)C3)CC1
    150%[activator]	-5%	-7%	1%	-8	-4%	-7%
- CC(CN1CCCCC1)OC(=O)c1ccc(Cl)cc1Cl (stereo unspecified)
    -7%	-4%	-2%	2%	?	2%	6%
- CCOc1cc(C(=S)N2CCCC2)ccc1O
    -11%	-14%	-9%	9%	-2	-2%	-1%
- COc1ccc(-c2cc(C(=O)N/N=C/c3ccc(OC)c(COCC(F)(F)C(F)F)c3)c3ccccc3n2)c(OC)c1
    0%	?	?	-1%	8	5%	1%
- CCCCN(C(=O)CC1CCCC1)c1c(N)n(CCCC)c(=O)[nH]c1=O
    -10%	7%	-9%	.	0	-2%	1%
- CCOCCn1ccc2c(OCC(=O)NCc3ccccc3)cccc2c1=O
    -3%	0%	?	.	-7	-10%	1%
- COC(=O)C(=C/C(C)=C/c1cccs1)C(=O)OC
    -7%	-1%	1%	9%	-26	-14%	?
- N#CC1=C(N)Oc2cc(O)c(Cl)cc2C1c1cccnc1 (stereo unspecified)
    -28%	-14%	-2%	1%	33	-27%	32µM*
- O=C(/C=C/c1ccco1)NC(=S)Nc1ccccc1
    -47%	-8%	?	5%	127	27%	?
- COC(=O)/C(=C\c1ccc([N+](=O)[O-])cc1)NC(=O)c1ccccc1
    .	5%	.	.	-15	13%	.
- O=Cc1cn(CCC(=O)O)nc1-c1cccc(Br)c1
    -34%	-6%	-1%	-1%	-19	-14%	.
- CCOC(=O)N1CCC(N2Cc3cccc(C(=O)NC(C)c4ccc5c(c4)OCCO5)c3C2=O)CC1 (stereo unspecified)
    102%[activator]	-2%	-11%	10%	28	-22%	0%
- O=C(CCN1CCCCCC1)Nc1cccc(Cl)c1
    -21%	0%	?	-3%	-60*	-2%	-3%
- COc1cccc(C(=O)c2ccccc2NC(C)=O)c1
    .	0%	.	.	19	-2%	.
- CCN(CC)C(=O)C1CCCN(Cc2nc(-c3cccs3)no2)C1 (stereo unspecified)
    -7%	-6%	8%	-2%	27	-5%	1%
- COc1ccc(NC(=O)CCC(=O)N2CCC(c3ccccc3)=N2)cc1S(=O)(=O)N1CCCCC1
    .	-12%	.	.	-5	15%	.
- C=CCc1c(C)[nH]c2c(OC)cccc2c1=S
    1%	?	2%	2µM*	?	1%	3%
- CCCCN(C)c1c(C)nc2ccc(C(=O)NCc3cccs3)cn12
    .	4%	.	.	-13	-1%	.
- C[C@@]12C(=O)N(c3ccc(Cl)cc3)C(=O)N1[C@@H]1c3ccccc3OC[C@@H]1[C@H]2c1ccccc1
    -21%	-1%	.	.	-24	-3%	.
- Cc1ccc(Nc2nnc(SCC3CCCCO3)s2)cc1 (stereo unspecified)
    -21%	1%	-5%	3%	-9	-3%	-12%
- Clc1ccc(C2=NNC(=NCc3ccc4c(c3)OCO4)SC2)cc1
    -36%	-12%	0%	-5%	?	14%	-16%

Two entries from above, in CSV form.
smiles,AmpC no deterg,TbPYK inhibitor,AmpC inh detg,LmPK inhibitor,HCMV antiviral,AMA1-RON2 inh,Sm TGR block
COC(=O)C(=C/C(C)=C/c1cccs1)C(=O)OC,-7%,-1%,1%,9%,-26,-14%,?
N#CC1=C(N)Oc2cc(O)c(Cl)cc2C1c1cccnc1 (stereo unspecified),-28%,-14%,-2%,1%,33,-27%,32µM*

Going on with the list:
Second line of a record – AmpC no deterg	TbPYK inhibitor	AmpC inh detg	LmPK inhibitor	HCMV antiviral	AMA1-RON2 inh	Sm TGR block
- CC1(C(=O)NCc2ccccc2)CCC(=O)N1CC(F)(F)F (stereo unspecified)
    .	2%	.	.	14	6%	.
- CCC(=O)c1ccc(OCC(O)CN(C)C2CCCCC2)cc1 (stereo unspecified)
    -23%	-3%	-9%	-2%	25	-4%	-3%
- CCCn1c(=O)c(C(=O)Nc2ncccc2O)c(O)c2ccccc21
    -21%	-2%	-9%	-2%	-3	26%	-27%
- O=C1OCC/C1=C\c1ccccc1O
    -10%	-3%	-10%	-2%	29	22%	-19%
- CC(=O)NC(c1cccc(F)c1)c1nc(-c2ccc3ccccc3c2)cs1 (stereo unspecified)
    .	3%	.	.	19	4%	.
- Cc1ccc(-n2nc(C(=O)O)nc2-c2ccccc2)cc1
    -18%	-4%	?	4%	-22	-3%	0%
- COc1cc2cnc(-c3ccccc3)c(-c3ccc(C(F)(F)F)cc3)c2cc1OC
    103%[activator]	-4%	-3%	.	20	11%	0%
- Cc1cc(C)cc(N(C(=O)c2ccco2)C(C(=O)NC2CCCC2)c2ccncc2)c1 (stereo unspecified)
    24%	5%	-1%	1%	-4	-20%	-14%
- COc1ccc(C#CC2=CC(=O)CC(C)(C)C2)cc1
    .	9%	.	.	44	-8%	.
- O=C(CCN1CCN(c2ccccc2)CC1)Nc1ccc(OCc2ccccc2)cc1
    -6%	-6%	3%	9%	19	-15%	-11%
- COc1cc(SC#N)ccc1N=Cc1c(C)[nH]n(-c2ccc(C)cc2)c1=O
    -18%	-10%	-4%	-14%	-24	45%[activator]	-3%
- CCOC(=O)CCC(=O)NCc1ccc2c(c1)cc(C)n2C
    77%[activator]	9%	0%	0%	44	18%	0%
- COc1cccc(C(=O)N2CCCc3ccccc32)c1OC
    .	-2%	.	.	-21	-1%	.
- O=c1[nH][nH]c(-c2ccccc2)c1-c1ccccc1
    .	-9%	.	.	-8	-2%	.
- CN(C(=O)c1ccc2c(c1)OCO2)C1(C)CCS(=O)(=O)C1 (stereo unspecified)
    -1%	3%	-2%	.	20	7%	7%
- C=CCn1c(SCc2nc3cc(C(=O)OC)ccc3c(=O)[nH]2)nc2sc(CC)cc2c1=O
    -20%	4%	0%	6%	-2	-2%	-11%
- O=C(Nc1nnc(COc2ccccc2)s1)Nc1ccccc1F
    -28%	5%	3%	8%	-19	10%	9%
- CC(C)CCNC(=O)c1ccc2nc(Cc3ccccc3)oc2c1
    .	3%	5%	.	-5	.	11%
- O=C(NN=Cc1ccccc1Cl)c1ccc([N+](=O)[O-])cc1
    .	-1%	.	.	5	0%	.
- O=S(=O)(Cc1ccccc1)C1CCCCC1O (stereo unspecified)
    -13%	-3%	4%	-7%	20	7%	4%
- CCCCCn1c(SCC(=O)CC(=O)OCC)nc2cc(C(=O)N3CCC(C(N)=O)CC3)ccc2c1=O
    97%[activator]	3%	-5%	8%	44	38%[activator]	-2%
- COCCNC(=O)c1sc(=O)n(Cc2ccc(SC)cc2)c1C
    .	-1%	.	.	29	-1%	.
- Cc1cccc(-n2c(Cc3cc(=O)[nH]c(=O)[nH]3)nnc2SCC(=O)N2CCc3ccccc32)c1
    -16%	-9%	1%	-7%	?	-5%	-17%
- O=C(CCS(=O)(=O)Cc1ccccc1)Nc1nncs1
    -6%	8%	?	-2%	54	16%	?
- CCCOc1ccc(C2c3c(oc4ccccc4c3=O)C(=O)N2CCCN2CCOCC2)cc1 (stereo unspecified)
    102%[activator]	-11%	0%	1%	-6	6%	35µM*
- CCN(c1ccccc1)S(=O)(=O)c1ccc(C(=O)Nc2ncccc2C)cc1
    -8%	0%	-11%	.	-16	9%	5%
